Bioassay records as filed in PubChem.
HRas wt GTP: modulators of GTP binding to human HRas wildtype; actives 0.14% (n = 190,000); GTP binding activity, % at 10 µM; GST-Ras wt beads, Bodipy-FL-GTP binding, flow cytometry; actives lie on both sides;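 active = GTP binding activity at least 20% away from the 100% baseline, either lowered as inhibitor or raised as activator; inconclusive = flagged as likely green fluorescent, judged across all proteins in the well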;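 note: 0% = unlabeled GTP competition control and 100% = no-compound control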
Target sequence (P01112 whole entry, looked up): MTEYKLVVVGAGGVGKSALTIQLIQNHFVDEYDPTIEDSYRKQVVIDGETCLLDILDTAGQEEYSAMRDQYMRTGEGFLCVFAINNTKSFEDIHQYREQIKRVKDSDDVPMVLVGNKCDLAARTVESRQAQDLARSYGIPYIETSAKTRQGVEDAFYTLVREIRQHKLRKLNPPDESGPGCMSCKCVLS
Rac1 mut GTP: alters GTP binding to activated mutant human Rac1 | P63000 | GST-Rac1 activated beads, fluorescent GTP binding, flow cytometry; actives lie on both sides; 100% means binding = to untreated wells | AID 764 | percent activity (GTP binding), % at 10 µM | actives 0.11% (n = 190,000);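 active = GTP binding at least 20 percentage points away from the 100% baseline, in either direction, so actives lie on both sides; inconclusive = Compound likely fluorescent itself, or too few beads counted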
Rab2A wt mod: changes GTP binding to wildtype dog Rab2A, up or down; P61105; GST-Rab2 wt beads, Bodipy-GTP binding, flow cytometry; GTP binding activity, % at 10 µM; actives 0.19% (n = 190,000);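 active = GTP binding activity at least 20 points away from 100%, either lowered or raised; inconclusive = signal likely due to the compound's own green fluorescence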;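 note: 0% = beads with excess unlabeled GTP and 100% = no-compound control corrected for plate trend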
RGS8-Gao reg: modulates binding of RGS8 to human Galphao; actives 0.34% (n = 220,000); P09471; response (percent of control binding), % at 10 µM; multiplexed bead flow cytometry; actives lie on both sides; AID 1423; in the data active = response below about 60% or above about 140%; inactive = in between;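 note: Galphao activated as the GDP aluminium fluoride complex binding bead-coupled RGS8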
Target sequence (P09471 whole entry, looked up): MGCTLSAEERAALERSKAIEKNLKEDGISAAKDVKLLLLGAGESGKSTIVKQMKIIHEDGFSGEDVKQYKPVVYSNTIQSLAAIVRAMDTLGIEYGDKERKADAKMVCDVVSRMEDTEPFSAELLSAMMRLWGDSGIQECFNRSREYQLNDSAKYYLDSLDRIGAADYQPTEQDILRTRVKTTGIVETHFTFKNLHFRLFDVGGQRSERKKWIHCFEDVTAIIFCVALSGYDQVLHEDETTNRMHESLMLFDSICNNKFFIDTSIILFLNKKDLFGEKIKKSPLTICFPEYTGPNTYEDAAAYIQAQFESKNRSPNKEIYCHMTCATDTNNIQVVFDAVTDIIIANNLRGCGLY
Mcl1-Noxa inh: Mcl-1/Noxa interaction inhibition; TR-FRET Mcl-1/Noxa peptide binding, 2 h; inhibition, % at 21.7 µM; actives 1.5% (n = 220,000); AID 1022;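 active = compounds that cut the protein-peptide binding signal by more than 50% relative to plate controls in a single-dose test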;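 note: His-tagged Mcl-1 with rhodamine Noxa BH3 peptide and terbium anti-His antibody; 0% = Mcl-1 plus Noxa peptide wells and 100% = peptide-only wells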
Rab7 wt GTP bind: dog Rab7 wildtype GTP binding, inhibitors and activators. GTP binding activity (percent of control), % at 10 µM. GST-Rab7 beads, fluorescent GTP binding, flow cytometry; actives lie on both sides; untreated = 100%, excess cold GTP = 0%. actives 0.055% (n = 190,000);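 active = fluorescent GTP binding to Rab7 beads changed by at least 20 points from the 100% baseline, either direction, mostly lower; inconclusive = compound itself probably fluorescent, or too few beads counted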;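 note: median green fluorescence of bound Bodipy-FL-GTP per Rab7 bead population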
Rac1 wt modul: human Rac1 wildtype GTP binding, inhibitors and activators | actives 0.27% (n = 190,000) | GTP binding activity (% of control), % at 10 µM | P63000 | GST-Rac1 beads, fluorescent GTP binding, flow cytometry; actives lie on both sides; 0 = cold GTP competed, 100 = untreated;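 active = GTP binding activity at least 20 points away from the 100% control level, either lower or higher; inconclusive = compound flagged as likely green fluorescent, judged across all proteins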
Mcl1-Bid inh: disrupts binding of human Mcl-1 to Bid peptide | Q07820 | TR-FRET Mcl-1/Bid-Dy647 peptide binding, 1536-well | inhibition, % at 21.7 µM | actives 0.97% (n = 220,000);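 active = compounds that cut the binding signal by more than half at the single screening dose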;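 note: His-tagged Mcl-1 with europium anti-His antibody binding Bid BH3 peptide; 0% = Mcl-1 plus peptide wells and 100% = peptide-only wells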
Pf gametocyte: kills late stage P. falciparum gametocytes. actives 0.065% (n = 150,000). inhibition, % at 10.9 µM. P. falciparum stage V gametocytes, ATP luminescence, 24 h;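 active = inhibition above the mean plus 3 SD of compounds within the control limits, set per campaign, cut at about 38% in these data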;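 note: 0% = DMSO wells and 100% = medium only without gametocytes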
Cdc42 wt GTP: changes GTP binding to wildtype human Cdc42 | P60953 | GST-Cdc42 beads, Bodipy-GTP binding, flow cytometry; actives lie on both sides | percent activity (GTP binding), % at 10 µM | actives 0.2% (n = 190,000) | AID 761;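 active = percent activity GTP binding at least 20 points away from the 100% baseline, either down as inhibitor or up as activator; inconclusive = compound flagged as likely green fluorescent from well-wide comparison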;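 note: median bead fluorescence of bound Bodipy-FL-GTP at 100 nM; 0% = excess unlabeled GTP control and 100% = no compound control; below 100% means less GTP binding so inhibitor and above means activator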
Target sequence (P60953 whole entry, looked up): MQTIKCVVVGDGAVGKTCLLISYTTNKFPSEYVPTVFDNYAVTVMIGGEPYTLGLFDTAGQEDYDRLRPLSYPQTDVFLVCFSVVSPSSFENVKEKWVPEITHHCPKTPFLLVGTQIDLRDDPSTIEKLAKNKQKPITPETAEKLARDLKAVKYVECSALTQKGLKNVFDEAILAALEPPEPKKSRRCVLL
Bim-Mcl-1: inhibitors of Bim-Mcl-1 interaction, human | inhibition, % at 10 µM | Bead-based flow cytometry, Bim peptide-Mcl-1 binding | Q07820 | actives 0.1% (n = 190,000) | AID 1009; in the data active = inhibition above about 40%;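 note: 0% = no compound tracer wells and 100% = peptide blocker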
Starred values were filed as active, the others as inactive; ? = inconclusive; / = not tested or not shown. Outcome played no part in choosing rows, and some 2.9% of all compounds hit somewhere here.

SMILES	HRas wt GTP	Rac1 mut GTP	Rab2A wt mod	RGS8-Gao reg	Mcl1-Noxa inh	Rab7 wt GTP bind	Rac1 wt modul	Mcl1-Bid inh	Pf gametocyte	Cdc42 wt GTP	Bim-Mcl-1
Cc1cccc(C)c1N=Cc1c(O)n(-c2nccs2)c(=O)c2ccccc12	105.0	101.0	105.0	97.8	13.3	100.0	109.0	-2.0	/	104.0	-17.0
CC(C)n1nc(C(=O)Oc2cc(Cl)ccc2Cl)c2ccccc2c1=O	101.0	103.0	102.0	111.5	-4.5	100.0	104.0	-17.0	7.4	102.0	-4.0
Cc1nn2c3ccccc3n(Cc3ccccc3)c2nc1=O	99.0	99.0	101.0	104.1	-6.6	101.0	102.0	-2.9	/	98.0	-1.0
O=C(Cn1cnc2c(oc3ccccc32)c1=O)N1CCN(c2ccccc2)CC1	98.0	93.0	96.0	101.9	-16.3	93.0	96.0	-25.0	8.5	98.0	-1.0
O=C(O)c1cccc(Nc2ncnc3c2cnn3-c2ccccc2)c1	?	?	?	101.0	12.1	?	?	-2.5	/	?	4.0
O=C1CC(c2ccccc2)CC2=C1C(c1ccccn1)Nc1ccccc1N2 (stereo not given)	103.0	101.0	104.0	100.9	13.9	99.0	108.0	-4.3	-13.2	103.0	-1.0
O=C(CN1CCc2ccccc2C1)NC1CCCC1	96.0	94.0	95.0	98.9	13.4	97.0	97.0	-11.1	-15.3	95.0	0.0
CCN(CC)CCNC(=O)Cn1c(C)cc2ccccc2c1=O	100.0	100.0	99.0	101.8	2.5	100.0	103.0	-16.8	/	99.0	-1.0
COc1cc(/C=N/NC(=O)C(Cc2c[nH]c3ccccc23)NC(=O)OCC(C)C)cc([N+](=O)[O-])c1OCc1ccccc1 (stereo not given)	94.0	94.0	95.0	101.6	-4.4	99.0	98.0	-17.1	2.7	96.0	2.0
CC(=O)Nc1ccccc1OCC(=O)N(Cc1ccccc1)C(C)C	100.0	97.0	99.0	100.6	12.5	101.0	101.0	0.5	-3.6	99.0	-4.0
CNc1c([N+](=O)[O-])cnn1-c1ccccc1F	98.0	96.0	100.0	100.8	9.5	94.0	101.0	-26.6	-1.2	95.0	2.0
COc1cccc(N2CC(C)Cn3c2nc2c3c(=O)n(CCN3CCOCC3)c(=O)n2C)c1 (stereo not given)	99.0	93.0	97.0	100.7	8.1	99.0	97.0	-24.9	/	98.0	0.0
COc1ccc(NC(=O)Nc2nnc(CC(=O)NCc3ccccc3)s2)cc1	100.0	96.0	99.0	100.8	1.1	101.0	99.0	91.0*	-8.5	98.0	0.0
CC(C)(C)NC1=CC(=O)OC12CCCCC2	96.0	95.0	94.0	97.5	-2.7	93.0	94.0	-9.1	27.0	94.0	0.0
CCCCCCCc1nn2c(=O)cc(O)nc2s1	99.0	98.0	100.0	101.8	-6.3	99.0	100.0	-17.2	-1.8	103.0	-5.0
COc1ccc(-c2nc(-c3ccccc3)c(-c3cccs3)[nH]2)cc1OC	97.0	96.0	95.0	100.5	1.7	96.0	97.0	7.1	/	96.0	-1.0
O=C(c1ccc(-n2nc(C(F)(F)F)c3c2CCCC3)cc1)N1CCOCC1	100.0	96.0	96.0	97.8	32.3	102.0	96.0	-5.7	/	96.0	2.0
O=C(C1CCN(S(=O)(=O)c2cccc3nsnc23)CC1)N1CCc2ccccc2C1	98.0	94.0	95.0	100.5	7.3	98.0	98.0	-37.4	-20.8	99.0	0.0
CS(=O)(=O)N1CCc2cc(C(=O)N3CCCCC3)ccc21	102.0	100.0	102.0	99.5	8.6	99.0	105.0	12.4	7.2	102.0	-5.0
CC(=O)Nc1ccc(S(=O)(=O)NCC(C)NS(=O)(=O)c2ccc(NC(C)=O)cc2)cc1 (stereo not given)	100.0	96.0	100.0	103.6	12.6	103.0	103.0	-10.7	-19.3	101.0	0.0
CCOC(=O)N1CCN(C(=O)CSCC(=O)Nc2nc(-c3ccc(C)cc3)cs2)CC1	98.0	98.0	98.0	64.2	5.6	100.0	100.0	-20.8	/	96.0	-1.0
CCC(=O)Nc1cccc(-c2cn3ccsc3n2)c1	90.0	92.0	92.0	100.7	10.7	91.0	90.0	-19.4	/	91.0	4.0
CC(/C=N/NC(=O)NC1CCCCC1)=C\c1ccccc1	97.0	96.0	96.0	102.9	4.0	101.0	100.0	-3.9	-9.4	97.0	0.0
Nc1ccc(S(=O)(=O)c2ccc(N)cc2)cc1	95.0	93.0	96.0	88.4	2.2	95.0	97.0	9.7	/	97.0	-3.0
C=CCn1c(SCC(=O)N2CCCCC2)nnc1-c1ccncc1	99.0	98.0	99.0	101.4	-16.0	100.0	98.0	1.0	/	98.0	-4.0
COc1cc(/C=C(\C#N)C(=O)NCC2CCCO2)cc(OC)c1OC (stereo not given)	99.0	96.0	98.0	108.5	13.9	100.0	100.0	-39.0	-8.7	97.0	0.0
COc1ccc(OC)c(Cc2nnc(CCC(=O)N3CCCCC3c3nccs3)o2)c1 (stereo not given)	99.0	95.0	95.0	98.6	11.1	100.0	99.0	-26.9	/	98.0	0.0
CC1CCN(C2CCN(S(=O)(=O)c3ccc(F)cc3)CC2)CC1	102.0	101.0	98.0	102.2	4.3	98.0	98.0	49.5	15.9	100.0	-2.0
O=C(OCn1ncc(Cl)c(Cl)c1=O)c1ccc(F)cc1	97.0	98.0	96.0	102.4	8.8	96.0	100.0	-3.5	/	98.0	3.0
Cn1nccc1C(=O)Oc1ccc(/C=N/NC(=O)c2ccccc2O)cc1	98.0	92.0	95.0	107.4	7.8	98.0	90.0	-39.6	0.7	93.0	0.0
CCOC(=O)N1CCN(S(=O)(=O)c2ccc3[nH]c(=O)sc3c2)CC1	109.0	103.0	110.0	103.3	8.5	114.0	108.0	-11.1	/	109.0	1.0
CCN(CC)C(=O)C1=C(C)NC(=O)NC1c1c(F)cccc1Cl (stereo not given)	98.0	97.0	96.0	102.8	13.3	97.0	97.0	-11.1	-30.3	100.0	-3.0
CCS(=O)(=O)N1CCC(C(=O)NCc2ccco2)CC1	99.0	98.0	97.0	103.7	9.6	96.0	96.0	-53.2	/	97.0	1.0
COC(=O)c1ccc(CSc2nc3c(cnn3-c3ccc(C)cc3)c(=O)[nH]2)o1	101.0	96.0	95.0	101.1	-45.1	100.0	101.0	20.6	/	98.0	-23.0
COc1ccc(/C=C/C(=O)c2ccoc2)cc1	98.0	97.0	96.0	103.9	9.4	97.0	97.0	-9.3	/	99.0	2.0
CC12C(=O)N(c3ccccn3)C(=O)C1C1C=CC2C1 (stereo not given)	98.0	96.0	99.0	98.3	12.3	100.0	100.0	-8.2	/	99.0	1.0
CCc1c(O)cc2n(c1=O)-c1ccccc1C2(C)C	103.0	99.0	102.0	101.3	25.6	104.0	106.0	-21.3	/	104.0	-1.0
C#CC[N+]1(CC#Cc2ccc(C)cc2)CCCCC1	103.0	102.0	102.0	101.1	9.9	99.0	105.0	-5.6	7.9	107.0	-3.0
CC(C)(C)n1nc2c(c1NC(=O)CCCc1ccccc1)CS(=O)C2 (stereo not given)	100.0	98.0	101.0	101.1	15.8	103.0	101.0	-13.2	/	101.0	-1.0
Cc1ccc2cccc(NC(=S)NC(=O)c3ccnn3C)c2n1	99.0	99.0	98.0	105.9	19.2	102.0	102.0	-6.0	33.4	98.0	-5.0
Cc1ccc(SCCC(=O)Nc2ccccc2C(=O)NC(C)C)cc1	97.0	96.0	97.0	102.2	18.0	101.0	100.0	39.0	13.0	97.0	-5.0
COc1ccc(CNC(=O)/C=C/C(=O)O)cc1OC	100.0	101.0	101.0	99.7	-0.8	97.0	102.0	-9.7	8.8	100.0	-3.0
COc1ccc(OC)c(NC(=O)C2CCCN(S(=O)(=O)c3c(C)noc3C)C2)c1 (stereo not given)	100.0	102.0	100.0	100.1	0.2	97.0	105.0	-14.1	-9.8	100.0	-4.0
CCOc1ccc(/C=N/NC(=S)Nc2c(C)cccc2C)cc1	105.0	103.0	103.0	100.5	-0.2	104.0	106.0	-147.9	/	105.0	0.0
O=C(CSc1nnnn1-c1ccc(O)cc1)Nc1cccc(S(=O)(=O)N2CCCC2)c1	101.0	99.0	103.0	99.5	3.2	98.0	103.0	0.7	18.1	103.0	-4.0
CC(C)C1COC(c2cccn2Cc2ccccc2Cl)=N1 (stereo not given)	98.0	94.0	96.0	102.1	6.3	104.0	96.0	-16.6	-5.1	95.0	-1.0
COc1ccc2c(c1)cc1n2CCN=C1NCCO	98.0	99.0	97.0	99.7	1.1	97.0	100.0	-10.7	/	101.0	0.0
CCCCCc1nc2c(C#N)c(-c3ccc(Cl)cc3)ccn2n1	100.0	98.0	95.0	101.7	-10.7	99.0	103.0	-15.1	/	100.0	-3.0
C1CCCCCC2(CCCCC1)OCC(CN1CCOCC1)O2 (stereo not given)	99.0	100.0	95.0	99.1	14.7	98.0	105.0	-9.8	-17.2	98.0	-1.0
CCc1ccc(NC(=O)c2cnn3ccccc23)cc1	102.0	98.0	101.0	99.9	-10.2	101.0	101.0	-18.6	/	99.0	0.0
Cc1ccc(-c2nc(C)sc2CC(=O)OCC(=O)Nc2c(F)cccc2F)cc1	101.0	99.0	100.0	101.0	3.2	102.0	101.0	-5.3	-6.6	102.0	-2.0
COc1cc2c(cc1O)CC[n+]1cc3c(OC)c(OC)ccc3cc1-2	99.0	96.0	97.0	87.0	20.3	96.0	102.0	-24.6	0.3	99.0	1.0
COc1cccc(C2(O)CCN(C(=O)C3CC3)CC2)c1	106.0	100.0	106.0	102.8	4.7	102.0	105.0	-9.5	-7.9	107.0	0.0
CN(C(=O)c1ccc2c(Cl)c3c(nc2c1)CCC3)c1ccccc1	99.0	97.0	99.0	103.1	16.1	99.0	104.0	10.5	/	101.0	-4.0
CCOC(=O)C(CCCCOc1cccc(CC)c1)C(=O)OCC	99.0	96.0	97.0	95.3	-5.8	97.0	103.0	0.7	-9.9	100.0	-3.0
Cc1cc(C(=O)c2ccccc2)c(NC(=O)CCl)s1	100.0	98.0	99.0	103.8	3.4	97.0	105.0	10.1	9.9	104.0	-10.0
C=CCn1c(CCCNC(=O)c2ccccc2OC)nc2ccccc21	99.0	99.0	100.0	101.3	-8.7	104.0	98.0	-8.7	/	97.0	4.0
CCOC(=O)c1ccc2nc(NC(=O)C(C)C)sc2c1	103.0	99.0	101.0	101.1	4.8	102.0	105.0	-13.7	/	103.0	0.0
